Assay outcomes deposited in PubChem by National Center for Advancing Translational Sciences (NCATS).
RGS4 inhibitor: blocks human RGS4-accelerated GTP hydrolysis; P49798; Transcreener GDP fluorescence polarization, RGS4-accelerated GTP hydrolysis; Potency, µM (top dose mostly 114 µM), for the others: at the top dose activity change, negative = inhibition, actives largely listed as inhibitors; 390,000 tested, 0.039% active; note: potency is the fitted concentration of half-maximal effect; % is set by controls: 0 for no effect and ±100 for the full control effect; nearly all actives have a fitted effect of over 75% in size; some results filed as inactive show a strong effect at the top dose
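MLSMR compounds (23 nl, pin-transferred) preincubated 10 min at room temperature with a 500nM (2x) first reagent, then RGS4 at 900nM (2x) plus Transcreener GDP mix added; fluorescence polarization (620/688 nm) read before and after 90 min at 30 °C.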
Anesthetic bind: binds horse apoferritin like a general anesthetic; apoferritin/1-aminoanthracene competitive binding, fluorescence; 350,000 tested, 0.074% active; P02791; Potency, µM (highest dose often 77.5 µM), for the others: at the top dose activity change, negative = displacement, hits mostly inhibitors; note: potency is the fitted concentration of half-maximal effect; % is set by controls: 0 for no effect and ±100 for the full control effect; nearly all actives have a fitted effect of over 20% in size
Target sequence (P02791 2-175 limits assumed): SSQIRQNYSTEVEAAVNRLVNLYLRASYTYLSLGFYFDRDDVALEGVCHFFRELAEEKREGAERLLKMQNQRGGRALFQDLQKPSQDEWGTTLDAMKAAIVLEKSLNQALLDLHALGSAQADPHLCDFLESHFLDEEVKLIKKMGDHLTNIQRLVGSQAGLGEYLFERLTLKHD
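Horse-spleen apoferritin (10 uM) was mixed with 50% saturated 1-aminoanthracene in PBS, exposed to compounds for 10 min at room temperature, and read for fluorescence (ex 380 nm, em 535 nm). Competitive displacement was fitted with a four-parameter Hill equation.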
LDHA inh: blocks human lactate dehydrogenase A. P00338. purified LDHA, NADH/diaphorase-resazurin fluorescence; hits give low values. activity change, % (values are at about 110 or 230 µM). 480,000 tested, 0.15% active; in the data active = activity change below about -30%; inconclusive = mostly about -25% to -30%;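 note: plate controls were DMSO wells for no effect and wells without enzyme for full effect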
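Resorufin fluorescence (ex540/em590), read at 0 and 20 min after diaphorase/resazurin addition, reports the NADH left after a 5 min room-temperature reaction of 2 nM human LDH5 with 0.06 mM NADH and 0.2 mM pyruvate.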
Pol kappa inh: inhibitors of human DNA polymerase kappa; Q9UBT6; purified Pol kappa, fluorescent DNA synthesis assay, 10 min; Potency, µM (doses to about 107 µM), for the others: at the highest dose activity, negative = inhibition, most hits filed as inhibitors; 400,000 tested, 0.53% active; note: potency is the fitted concentration of half-maximal effect; % is set by controls: 0 for no effect and ±100 for the full control effect
Target sequence (Q9UBT6 whole entry, looked up): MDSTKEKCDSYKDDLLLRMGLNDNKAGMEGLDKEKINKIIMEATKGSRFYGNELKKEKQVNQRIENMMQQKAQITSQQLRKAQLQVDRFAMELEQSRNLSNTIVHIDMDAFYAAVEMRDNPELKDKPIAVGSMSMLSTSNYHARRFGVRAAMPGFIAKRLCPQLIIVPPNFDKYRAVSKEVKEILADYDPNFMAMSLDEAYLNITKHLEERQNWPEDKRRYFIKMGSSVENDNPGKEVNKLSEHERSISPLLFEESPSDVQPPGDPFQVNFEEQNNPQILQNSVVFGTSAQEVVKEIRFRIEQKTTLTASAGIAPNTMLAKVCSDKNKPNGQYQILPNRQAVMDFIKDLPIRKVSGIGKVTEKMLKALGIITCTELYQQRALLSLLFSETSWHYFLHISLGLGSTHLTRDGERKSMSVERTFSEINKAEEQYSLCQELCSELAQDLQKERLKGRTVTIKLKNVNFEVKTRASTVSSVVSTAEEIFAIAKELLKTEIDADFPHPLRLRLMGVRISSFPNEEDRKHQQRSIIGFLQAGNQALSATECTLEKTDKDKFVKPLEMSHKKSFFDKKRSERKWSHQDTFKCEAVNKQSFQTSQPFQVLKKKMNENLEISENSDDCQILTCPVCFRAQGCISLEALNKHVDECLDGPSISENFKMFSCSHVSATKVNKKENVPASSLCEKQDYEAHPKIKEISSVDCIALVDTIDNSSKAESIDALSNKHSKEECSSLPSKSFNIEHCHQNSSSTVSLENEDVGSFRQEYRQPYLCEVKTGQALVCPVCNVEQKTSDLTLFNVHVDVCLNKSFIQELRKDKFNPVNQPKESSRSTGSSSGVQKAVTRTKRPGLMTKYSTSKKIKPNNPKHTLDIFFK
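10 nM Pol kappa was preincubated with compounds for 15 min at room temperature. Reaction started with 50 nM (final) substrate. Fluorescence read kinetically at 0 and 10 min.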
POLB inh: inhibitors of human DNA polymerase beta; P06746; Pol beta primer extension/strand displacement, fluorescence kinetic; Potency, µM (titrated, usually from 114 µM), without a hit: at the top dose activity change, negative = inhibition, most hits filed as inhibitors; 340,000 tested, 1.3% active; AID 485314; note: potency is the fitted concentration of half-maximal effect; % is set by controls: 0 for no effect and ±100 for the full control effect
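Kinetic readout of DNA synthesis with strand displacement by Pol beta. Compound and 10 nM enzyme sit 15 min at room temperature; 50 nM substrate starts the reaction, read immediately and at 10 min.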
ALOX12 inh: ALOX12 (human) lipoxygenase inhibition. P18054. purified 12hLO, xylenol orange hydroperoxide absorbance. Potency, µM (doses to about 108 µM), for inactives: at the top dose activity change, negative = inhibition, actives largely listed as inhibitors. 580,000 tested, 1.1% active. AID 1671190; note: potency is the fitted concentration of half-maximal effect; % is set by controls: 0 for no effect and ±100 for the full control effect
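Purified human 12hLO at 150 nM in 25 mM Hepes, 0.01% Triton X-100, pH 7.0, preincubated 15 min at room temperature with compound. Reaction started with 40 uM arachidonic acid, 30 min at room temperature. Hydroperoxide measured by Fe-xylenol orange, 573/405 nm absorbance ratio.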
Pol eta inh: DNA polymerase eta (human) inhibition; Q9Y253; recombinant Pol eta, fluorescent DNA replication assay; Potency, µM (doses to about 114 µM), inactives show at the highest dose activity change, negative = inhibition, usual class: inhibitors; 390,000 tested, 1.2% active; AID 588591; note: potency is the fitted concentration of half-maximal effect; % is set by controls: 0 for no effect and ±100 for the full control effect
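Fluorescent replication assay: 50 nM final substrate added after a 15 min room-temperature compound preincubation with 10 nM enzyme. Signal taken at 0 min and again at 10 min.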
ERG Ets-DNA blk: ERG Ets/DNA interaction inhibition; 370,000 tested, 0.028% active; Potency, µM (highest dose often 76.9 µM), for inactives: at the top dose FP activity, negative = inhibition, usual class: inhibitors; fluorescence polarization, His-ERG Ets domain / labelled DNA; P11308; active = well fitted inhibition curve with a large enough effect in the polarisation, with a control signal flat; inconclusive = small, poorly fitted or top-dose-only effect, or effect the other way, or a change in a side signal; inactive = no such curve, though single readings can be large or run the other way; the % refers to the polarisation;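 note: polarization taken with two DNA probes labelled with fluorescein and Texas red; potency is the fitted concentration of half-maximal effect; % of control where 0% means no effect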
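His-tagged ERG Ets domain (1 uM in the protein solution; 300mM KCl, 50mM Tris-HCl, 1mM EDTA, 1mM DTT, pH 7.5) received compound, then a probe mix of 5 nM fluorescein-DNA and 100nM Texas-615-DNA. Fluorescence polarization was read for both dyes.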
APE1 inh: blocks human APE1 abasic DNA cleavage; Potency, µM (titrated, usually from 65.8 µM), for inactives: at the top dose activity change, negative = inhibition, most hits filed as inhibitors; recombinant APE1, TAMRA/BHQ-2 abasic DNA cleavage fluorescence; AID 2517; 350,000 tested, 0.35% active; P27695;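 note: potency is the fitted concentration of half-maximal effect; plate controls were vehicle for no effect and reference inhibitor for full effect; nearly all actives have a fitted effect of over 55% in size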
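Compound pre-exposure to 0.75 nM APE1, 15 min at ambient temperature. Reaction initiated with 50 nM TAMRA/BHQ-2 THF substrate, read immediately in kinetic mode, 525 nm excitation, 598 nm emission.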
* = called active by the depositor; [ ] = dose if it differs, or a comment. Unless noted, calls come from the whole dose curve; as a rule, active = well fitted curve in the direction sought with a large enough effect; inconclusive = small, poorly fitted or top-dose-only effect, or another doubt; inactive = no such curve, though single readings can be large; an effect the other way counts as inactive or inconclusive. This is a subset; rates above refer to the full screens.

`Clc1ccc(-n2cc(COCc3ccccc3)nn2)cc1` gave RGS4 inhibitor 23%, Anesthetic bind -11%, LDHA inh -7, Pol kappa inh -9%, POLB inh 40%, ALOX12 inh -21%, Pol eta inh 6%, ERG Ets-DNA blk -1% and APE1 inh 23%.
For O=Cc1c(N2CCN(c3cccc(Cl)c3)CC2)nc2ccccn2c1=O the results were RGS4 inhibitor -7%, Anesthetic bind -10%, LDHA inh -5, Pol kappa inh -7%, POLB inh inconclusive, ALOX12 inh 0%, Pol eta inh 3%, ERG Ets-DNA blk 0% and APE1 inh 4%.
Cc1cccn2c(=O)c3cc(C(=O)Nc4ccc(Cl)c(Cl)c4)sc3nc12 was read as RGS4 inhibitor 11%, Anesthetic bind 76%[activator], LDHA inh -4, Pol kappa inh 8%, POLB inh 26%, ALOX12 inh -19%, Pol eta inh 1% and ERG Ets-DNA blk 1%.
For CN1CCN(C(=O)c2cccn(Cc3c(Cl)cccc3Cl)c2=O)CC1 the results were RGS4 inhibitor -26%, Anesthetic bind -3%, LDHA inh -2, Pol kappa inh -12%, POLB inh 34%, Pol eta inh -15%, ERG Ets-DNA blk -6% and APE1 inh -7%.
`Cc1cc(C)n(CCC(=O)N/N=C/c2ccccc2O)n1` gave RGS4 inhibitor -4%, Anesthetic bind 22%, LDHA inh 3, Pol kappa inh -8%, POLB inh 0%, ALOX12 inh -14%, Pol eta inh -15%, ERG Ets-DNA blk -13% and APE1 inh inconclusive.
COc1ccc(C(=O)Nc2sc3c(c2C(N)=O)CCCC3)cc1OC was read as Anesthetic bind 197%[activator], Pol kappa inh -7%[60.1 µM], ALOX12 inh 231%[activator] and APE1 inh -5%.
O=C1CC(=O)Nc2cc(S(=O)(=O)NCc3cccs3)ccc2N1 was read as RGS4 inhibitor -9%, Anesthetic bind -1%, LDHA inh 0, Pol kappa inh 0%, POLB inh 44%, ALOX12 inh 13%, Pol eta inh -7%, ERG Ets-DNA blk -6% and APE1 inh 35%.
For O=S(=O)(NC1CCCCCC1)c1cccc2cccnc12 the results were RGS4 inhibitor -12%, Anesthetic bind inconclusive, LDHA inh -7, Pol kappa inh -2%, POLB inh 0%, ALOX12 inh 3%, Pol eta inh -10%, ERG Ets-DNA blk -7% and APE1 inh -1%.
CCOc1ccc(NC(=O)CCCNC(=O)Cn2cnc3sc(C)c(C)c3c2=O)cc1 was read as RGS4 inhibitor 5%, Anesthetic bind 35%[activator], LDHA inh -4, Pol kappa inh -21%, POLB inh -3%, ALOX12 inh 10%, Pol eta inh -4%, ERG Ets-DNA blk 4% and APE1 inh 6%.
For O=C(CCC1CCCCC1)Nc1cccnc1 the results were RGS4 inhibitor -27%, Anesthetic bind inconclusive, LDHA inh 4, Pol kappa inh 8%, POLB inh 2%, ALOX12 inh -4%, Pol eta inh -18%, ERG Ets-DNA blk 1% and APE1 inh 1%.
For CC(=O)c1cc2cc(O)ccc2o1 the results were RGS4 inhibitor -3%, Anesthetic bind 567%[activator], LDHA inh -1, Pol kappa inh -1%, POLB inh 0%, ALOX12 inh -11%, Pol eta inh 7%, ERG Ets-DNA blk -8% and APE1 inh -12%.
For O=C(CNC(=O)c1ccc(OC(F)F)cc1)NCC1(N2CCOCC2)CCCCC1 the results were RGS4 inhibitor 6%, LDHA inh -4, Pol kappa inh 2%, ALOX12 inh -13%, Pol eta inh -19%, ERG Ets-DNA blk 7% and APE1 inh 4%.
Screening CC(=O)c1ccc(NC(=O)c2nc3nc(C)cc(C(F)F)n3n2)cc1 returned RGS4 inhibitor 17%, Anesthetic bind 3%, LDHA inh -5, Pol kappa inh -14%, POLB inh -1%, ALOX12 inh -18%, Pol eta inh 1% and ERG Ets-DNA blk 3%.
Screening CNC(=O)N(O)C1N(/N=C/c2cccnc2)C(=S)SC1(C)C (stereo not given) returned RGS4 inhibitor 8%, Anesthetic bind 11%, LDHA inh -17, Pol kappa inh -4%, POLB inh -7%, ALOX12 inh 41%[activator], Pol eta inh -4%, ERG Ets-DNA blk -5% and APE1 inh -5%.
Screening Cc1cc(-c2ccc(C(C)C)c(S(=O)(=O)N3CCN(c4ccccc4)CC3)c2)on1 returned RGS4 inhibitor -25%, Anesthetic bind -9%, LDHA inh 0, Pol kappa inh 2%, POLB inh 3%, ALOX12 inh 0%, Pol eta inh -14%, ERG Ets-DNA blk 15% and APE1 inh 8%.
Screening O=C1CSC(c2cccc([N+](=O)[O-])c2)N1c1ccccc1 (stereo not given) returned RGS4 inhibitor -23%, Anesthetic bind -15%, LDHA inh -9, Pol kappa inh -14%, POLB inh 9%, ALOX12 inh 11%, Pol eta inh 7%, ERG Ets-DNA blk -2% and APE1 inh 0%.
Nc1nc(-c2ccccc2)nn1C(=O)Cc1ccccc1 was read as RGS4 inhibitor 1%, Anesthetic bind -5%, LDHA inh -3, Pol kappa inh -5%, POLB inh 15%, ALOX12 inh -7%, Pol eta inh 5%, ERG Ets-DNA blk 9% and APE1 inh 5%.
`Cn1c(SCC(=O)NC2CCCCCC2)nnc1-c1cccs1` gave RGS4 inhibitor 7%, Anesthetic bind -21%, LDHA inh -5, Pol kappa inh -4%, POLB inh 14%, ALOX12 inh 17%, Pol eta inh 1%, ERG Ets-DNA blk -5% and APE1 inh -3%.
Screening COC(=O)C(NC(=O)c1ccc(F)cc1)(Nc1ncc(S(=O)(=O)c2ccc([N+](=O)[O-])cc2)s1)C(F)(F)F (stereo not given) returned RGS4 inhibitor -2%[11.4 µM], Anesthetic bind inconclusive, LDHA inh -5, Pol kappa inh -22%, POLB inh -2%, ALOX12 inh inconclusive, Pol eta inh -13%, ERG Ets-DNA blk -1% and APE1 inh -5%.
Screening COc1ccc(N2CCN(C(=S)Nc3cc(C)cc(C)c3)CC2)cc1 returned RGS4 inhibitor -7%, Anesthetic bind -7%, LDHA inh -3, Pol kappa inh 5%, POLB inh 55%, ALOX12 inh 18%, Pol eta inh -13%, ERG Ets-DNA blk -3% and APE1 inh -2%.
`CC1CCc2cc(F)cc3c(O)c(C(=O)NCC4CCCO4)c(=O)n1c23` (stereo not given) gave RGS4 inhibitor -38%, Anesthetic bind -18%, LDHA inh 9, Pol kappa inh 2%, POLB inh -2%, ALOX12 inh -1%[57.4 µM], Pol eta inh -18%, ERG Ets-DNA blk -7% and APE1 inh 1%.
O=C(O)c1ncc(-c2ccccc2)cn1 was read as RGS4 inhibitor 54%[activator], Anesthetic bind -10%, LDHA inh -11, Pol kappa inh -3%, POLB inh 5%, ALOX12 inh inconclusive, Pol eta inh -8%, ERG Ets-DNA blk -11% and APE1 inh 2%.
Screening O=C(Nc1ccc2c(c1)CN(Cc1ccc(CO)o1)CC2)c1ccc(C(F)(F)F)cc1 returned RGS4 inhibitor -30%, Anesthetic bind -20%, LDHA inh 3, Pol kappa inh -1%, POLB inh 2%, ALOX12 inh -1%, Pol eta inh -17%, ERG Ets-DNA blk -3% and APE1 inh -13%.
Screening CCOC(=O)c1nc(Nc2ccccc2CC)c2ccccc2n1 returned RGS4 inhibitor -13%, Anesthetic bind -10%, LDHA inh -1, Pol kappa inh 6%, POLB inh 46%[activator], ALOX12 inh -4%, Pol eta inh -17%, ERG Ets-DNA blk 18% and APE1 inh -2%.
Screening CN(C)S(=O)(=O)c1cccc(NC(=O)C2Cc3ccccc3CN2C(=O)c2ccccc2)c1 (stereo not given) returned RGS4 inhibitor -43%, Anesthetic bind -13%, LDHA inh 3, Pol kappa inh -4%, POLB inh -5%, ALOX12 inh -15%, Pol eta inh -17%, ERG Ets-DNA blk 6% and APE1 inh 15%.
For C=CCn1c(-c2cccn(Cc3cccc(Cl)c3)c2=O)n[nH]c1=S the results were RGS4 inhibitor 4%, Anesthetic bind -9%, LDHA inh -9, Pol kappa inh -11%, POLB inh 25%, ALOX12 inh inconclusive, Pol eta inh -9%, ERG Ets-DNA blk -4% and APE1 inh -7%.
Screening COc1ccccc1C(=O)NCCNC(=O)c1ccc(C)nc1 returned RGS4 inhibitor 8%, Anesthetic bind -4%, LDHA inh -11, Pol kappa inh 4%, POLB inh 28%, ALOX12 inh 6%, Pol eta inh -9%, ERG Ets-DNA blk 11% and APE1 inh 33%.
`O=C(CSc1nc2ccccc2c(=O)n1-c1ccccc1)c1cccc([N+](=O)[O-])c1` gave RGS4 inhibitor -7%, LDHA inh -10, Pol kappa inh -7%, ALOX12 inh 7%, Pol eta inh 10% and ERG Ets-DNA blk 18%.
For CCCc1cc(=O)[nH]c(SCC(=O)Nc2ccc(Br)cc2Br)n1 the results were RGS4 inhibitor 30%, Anesthetic bind -9%, LDHA inh -2, Pol kappa inh 0%, POLB inh 6%, ALOX12 inh -19%, Pol eta inh -20%, ERG Ets-DNA blk 1% and APE1 inh -8%.
Cc1ccc(/C=C/c2onc(C)c2S(=O)(=O)N2CCC(C(=O)Nc3ccc(Br)c(C)c3)CC2)cc1 was read as RGS4 inhibitor 1%, Anesthetic bind 63%[activator], LDHA inh -7, Pol kappa inh -3%[60.1 µM], POLB inh 15%, ALOX12 inh -13%, Pol eta inh -7% and ERG Ets-DNA blk -2%.
Screening CCCN(CCC)CCNC(=O)Cn1cnc2sc(C)c(S(=O)(=O)N3CCN(c4ccccc4OC)CC3)c2c1=O returned RGS4 inhibitor 1%, Anesthetic bind 1%, LDHA inh -8, Pol kappa inh -16%, POLB inh 4%, ALOX12 inh -9%, Pol eta inh -12% and ERG Ets-DNA blk -3%.
